From PubChem BioAssay
mIAP block: blocks mouse intestinal alkaline phosphatase. purified mouse IAP, CDP-Star luminescence, 30 min. 330,000 compounds, 0.2% hits. inhibition, % at 10 µM;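 active = inhibition of at least 40% at 10 µM in the primary screen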;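 also: plate controls were DMSO with enzyme for no effect and no enzyme wells for full effect; values of inactives mirror those of a sister screen read the other way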
mIAP activ: increases mouse intestinal alkaline phosphatase activity; muIAP, CDP-Star luminescence, 30 min; active compounds read high; 1 = vehicle-only enzyme signal, 0 = enzyme-free wells; 330,000 compounds, 0.24% hits; activation factor at 10 µM; AID 2805;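 active = activation factor of at least 2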; also: the source names both 10 and 20 µM as test concentration; values of inactives mirror those of a sister screen read the other way
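System: mouse IAP enzyme. Reagent: CDP-Star chemiluminescent phosphatase substrate. Benchmarks: DMSO wells, no-enzyme wells. Times: 30 min enzyme-substrate-compound incubation at room temperature. Detection: luminescence from enzymatic CDP-Star hydrolysis. Doses: test compounds delivered from DMSO solution.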
SENP1 inh: SENP1 (human) catalytic domain inhibition; Q9P0U3; recombinant SENP1 catalytic domain, CyPet-SUMO1-YPet FRET cleavage; inhibition, % at 10 µM; 360,000 compounds, 0.21% hits; AID 624204;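 active = inhibition at least 30% at 10 µM, raw YFP signal under a set limit, fluorescence ratio 0.5 to 1.5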;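 also: 0% = enzyme with DMSO and 100% = no enzyme wells; some results filed as inactive read as strong as hits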
Target sequence (Q9P0U3 419-644 limits assumed): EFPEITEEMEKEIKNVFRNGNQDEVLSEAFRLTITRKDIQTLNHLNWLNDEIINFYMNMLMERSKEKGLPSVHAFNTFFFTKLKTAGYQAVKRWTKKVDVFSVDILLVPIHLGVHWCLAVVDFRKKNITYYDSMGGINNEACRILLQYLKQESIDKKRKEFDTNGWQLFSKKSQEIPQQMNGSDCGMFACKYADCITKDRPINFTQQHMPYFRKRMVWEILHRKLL
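System: Recombinant human SENP1 catalytic domain, His6-tagged | Incubation: Enzyme reaction for 50 min at room temperature, dark | Medium: Tris pH 8 with BME, BSA, NP40 and catalase | Also added: 25 nM SUMO1 FRET substrate | Compound: 10 µM single point, 0.5% DMSO | Measured by: FRET fluorescence in CFP and YFP emission channels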
MIN6 prolif: MIN6 beta-cell proliferation induction; proliferation, % at 10 µM; AID 2380; MIN6 cells proliferation, ATPlite luminescence, 48 h; cells starved in 0.2% serum; 100% = growth in 10% serum; 330,000 compounds, 0.29% hits;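 active = compounds whose signal lies at least 3.5 SD above the mean of all wells on their plate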;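 also: 0% = DMSO-treated cells in low-serum medium and 100% = 10% serum control; some compounds called inactive have numbers as strong as hits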
hIAP block: blocks human intestinal alkaline phosphatase; P09923; purified IAP, CDP-Star luminescence, 30 min; inhibition, % at 10 µM; 330,000 compounds, 0.12% hits; AID 2544;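 active = inhibition reaching a set limit with compound at 10 µM in the primary screen, cut at about 35% in these data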;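 also: plate controls were DMSO wells with enzyme for no effect and no-enzyme buffer wells for full effect; values of inactives mirror those of a sister screen read the other way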
hIAP act: increases human intestinal alkaline phosphatase activity; activation factor at 10 µM; P09923; 330,000 compounds, 0.16% hits; purified human IAP, CDP-Star luminescence, 30 min; active compounds read high; 1 = vehicle-only enzyme, 0 = enzyme-free background;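 active = activation factor of the enzyme at least 2-fold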; also: the source names both 10 and 20 µM as test concentration; values of inactives mirror those of a sister screen read the other way
A3G deaminase: APOBEC3G (human) deaminase inhibition. recombinant A3G, ssDNA deamination FAM/TAMRA fluorescence. inhibition, % at 20 µM. 330,000 compounds, 0.28% hits;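 active = inhibition of at least 40% at 20 µM, with no more than 30% in the related APOBEC3A deaminase screen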;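 also: plate controls were DMSO wells with A3G for no effect and wells lacking A3G enzyme for full effect; some compounds called inactive have numbers as strong as hits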
Target sequence (Q9HC16 whole entry, looked up): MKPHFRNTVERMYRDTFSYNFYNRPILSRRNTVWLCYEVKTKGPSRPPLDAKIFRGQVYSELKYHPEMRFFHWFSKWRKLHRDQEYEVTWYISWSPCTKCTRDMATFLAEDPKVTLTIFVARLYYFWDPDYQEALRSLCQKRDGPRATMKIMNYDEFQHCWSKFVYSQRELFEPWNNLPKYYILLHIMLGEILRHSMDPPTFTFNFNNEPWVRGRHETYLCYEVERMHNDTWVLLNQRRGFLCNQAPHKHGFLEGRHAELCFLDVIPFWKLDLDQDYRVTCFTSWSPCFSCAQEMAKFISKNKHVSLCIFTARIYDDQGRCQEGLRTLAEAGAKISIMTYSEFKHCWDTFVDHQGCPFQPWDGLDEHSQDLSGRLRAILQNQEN
A3A deaminase: inhibitors of human APOBEC3A DNA deaminase; P31941; recombinant A3A, FAM/TAMRA ssDNA deamination fluorescence; inhibition, % at 20 µM; 330,000 compounds, 0.41% hits;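 active = at least 40% inhibition at 20 µM here, with at most 30% in a related deaminase screen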;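 also: plate controls were A3A with DMSO for no effect and wells lacking A3A enzyme for full effect; some results filed as inactive read as strong as hits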
Target sequence (P31941 whole entry, looked up): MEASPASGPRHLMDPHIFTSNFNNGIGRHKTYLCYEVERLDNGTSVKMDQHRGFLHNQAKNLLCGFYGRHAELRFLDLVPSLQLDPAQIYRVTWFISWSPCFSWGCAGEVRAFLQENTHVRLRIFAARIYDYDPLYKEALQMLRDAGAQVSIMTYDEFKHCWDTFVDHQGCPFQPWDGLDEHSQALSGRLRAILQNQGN
NLRP3 yeast inh: blocks the NALP3 inflammasome reconstituted in yeast; inhibition, % at 10 µM; 330,000 compounds, 0.39% hits; Yeast reconstituted NLRP3/ASC/caspase-1, beta-gal luminescence, 24 h;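 active = inhibition of 50% or more; inactive = inhibition below 50%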;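 also: plate controls were induced DMSO wells for no effect and uninduced yeast grown without galactose for full effect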
The depositor's hits bear a star; · = no result given; & = joins results of further samples.

SMILES	mIAP block	mIAP activ	SENP1 inh	MIN6 prolif	hIAP block	hIAP act	A3G deaminase	A3A deaminase	NLRP3 yeast inh
O=C(CCCN1C(=O)CSc2ncccc21)N1CCN(Cc2ccccc2)CC1	-3	1	0	5	-17	1.2	-5	2	1
CCOc1ccc(C2CC(c3ccc(OC)c(OC)c3)n3nc(N)nc3N2)cc1 (stereo not given)	15	0.85	2	-4	-3	1	7	3	6
CN1CCN(c2nc(-c3ccco3)cc(C(F)(F)F)n2)CC1	5	0.95	5	1	9	0.91	-6	-5	6
CN1CCC(CO)(Cc2ccccc2)CC1	-3	1	-2	-1	3	0.97	-3	3	-13
COc1ccc(N=Cc2nc(-c3ccco3)oc2O)cc1	6	0.94	-19	0	11	0.89	-9	-5	30
COc1ccc(C(=O)OCc2ccc(C)cc2)cc1S(=O)(=O)N1CCOCC1	-1	1	0	-5	-8	1.1	1	-4	11
NC(=O)C1CCN(C(=O)/C=C/c2ccco2)CC1	0	1	3	4	-8	1.1	0	3	1
Cc1c(Cl)cccc1NC(=S)NCCc1ccc(C(F)(F)F)cc1	-58	1.6	-1	-7	-2	1	-13	2	14
O=C([O-])c1ccccc1-[n+]1c(-c2ccccc2)cc(-c2ccccc2)cc1-c1ccccc1	4	0.96	-3	-6	-3	1	-4	0	-2
CC(/C=N/NC(=O)Cc1cccn1C)=C\c1ccccc1	9	0.91	-1	-1	-5	1	-1	3	9
O=C(O)CN1C(=O)/C(=C\c2cccc(OC(=O)c3ccco3)c2)SC1=S	-6	1.1	2	-1	-16	1.2	-6	-2	1
O=C1CSC(=S)N1/N=C/c1cccc(C(F)(F)F)c1	40	0.6	7	0	10	0.9	10	3	15
CCCC[n+]1c(C)sc2ccc(C)cc21	5	0.95	1	-6	-13	1.1	10	30	-2
CCOc1ccccc1NC(=O)CNC(=O)CNC(=O)Cc1ccccc1	2	0.98	1	0	5	0.95	0	-1	19
O=C(COc1ccc(S(=O)(=O)NCc2ccccc2)cc1)N1CCOCC1	-6	1.1	2	-2	4	0.96	-3	0	4
O=C(CSc1nc2ccccc2o1)N1CCN(c2ccccc2)CC1	1	0.99	1	-1	14	0.86	0	9	5
CCOC(=O)CSc1nc2cc(S(=O)(=O)N3CCOCC3)ccc2n1CC	-2	1	-2	2	17	0.83	-4	-2	11
COc1cccc(-c2nnc(SCC(=O)Nc3ccc(OC)c(OC)c3)n2N)c1	-8	1.1	2	-2	-24	1.2	-5	-1	4
CCc1cc2c(=O)c(Oc3ccccc3)c(C)oc2cc1O	-1	1	-17	1	6	0.94	-3	-5	-19
CC1(C)CC(=O)C=C(NCCc2ccc(S(N)(=O)=O)cc2)C1	14	0.86	2	-1	-16	1.2	-7	-4	11

Overlap with the part before: 3 compounds, then new ones.
SMILES	mIAP block	mIAP activ	SENP1 inh	MIN6 prolif	hIAP block	hIAP act	A3G deaminase	A3A deaminase	NLRP3 yeast inh
COc1cccc(-c2nnc(SCC(=O)Nc3ccc(OC)c(OC)c3)n2N)c1	-8	1.1	2	-2	-24	1.2	-5	-1	4
CCc1cc2c(=O)c(Oc3ccccc3)c(C)oc2cc1O	-1	1	-17	1	6	0.94	-3	-5	-19
CC1(C)CC(=O)C=C(NCCc2ccc(S(N)(=O)=O)cc2)C1	14	0.86	2	-1	-16	1.2	-7	-4	11
Cc1cc(N2CCCC2)ccc1NC(=O)COc1ccc(Cl)cc1	14	0.86	-34	-3	14	0.86	-7	-4	24
COc1ccc(C(C)=O)c2c1OCCO2	-3	1	2	3	-28	1.3	-4	-2	-4
CC1(C)SC2c3ccccc3C(=O)N2[C@@H]1C(=O)NC1CC1 (stereo not given in full)	2	0.98	1	-3	0	1	-5	-5	1
O=C(COc1ccccc1)NNC(=S)NC(=O)c1ccc(Cl)cc1Cl	22	0.78	·	-6	-60	1.6	1	-4	36
Cc1cc(C)cc(NC(=O)N2CCC(NC(=O)c3ccco3)CC2)c1	2	0.98	-1	-3	-2	1	-9	0	13
COc1cccc(C(=O)Nc2ccc(C)cc2)c1	2	0.98	1	-3	-1	1	-2	2	24
O=c1[nH][nH]c(C(F)(F)F)c1C=NCc1cccs1	0	0.99	2	3	-13	1.1	-5	0	6
CC1=NNC(=O)C1CC(=O)N/N=C(/C)c1cccc([N+](=O)[O-])c1 (stereo not given)	-12	1.1	2	-3	-7	1.1	-4	-10	0
CCc1ccc(NC(=O)C(=O)NCC2CCCO2)cc1 (stereo not given)	15	0.85	0	-1	9	0.91	-15	-3	14
Cc1ccc([C@@H]2CC=C(C(=O)O)CN2S(=O)(=O)c2ccc(C)cc2)cc1	1	0.99	0	-4	-14	1.1	-7	0	8
FC(F)(F)c1ccc(N2CCOCC2)c(Nc2nc3ccccc3n3cnnc23)c1	4	0.96	-31	-6	-1	1	2	4	-18
O=C(CN1C(=O)COc2ccc(S(=O)(=O)N3CCCCC3)cc21)NCc1ccc(Cl)cc1	-3	1	1	-2	-27	1.3	-3	-2	3
CCC(C)c1ccccc1NC(=O)C(C)N(C)Cc1cccc(OC)c1 (stereo not given)	2	0.98	2	-1	10	0.9	-8	0	-8
COc1ccc(C2C(C#N)=C(N)OC3=C2C(=O)CC(C)(C)C3)c(OC)c1OC (stereo not given)	4	0.96	1	0	-6	1.1	1	3	3
CCOC(=O)C1(CCOc2ccccc2)CCN(Cc2ccc(NC(C)=O)cc2)CC1	5	0.95	2	-3	0	1	-2	-2	14
COc1ccc(Cl)cc1Nc1nc(N)c2ccccc2n1	0	1	-1	-2	2	0.98	-3	-3	46
CCCCCCCN1CCN=C1N(C)C	-4	1	2	0	14	0.86	-3	0	11
COc1ccc(C(c2nnnn2CCc2ccccc2)N2CCN(C3CCCC3)CC2)cc1 (stereo not given)	8	0.92	3	-3	-9	1.1	-1	-2	16
O=Cc1ccc(N2CCCCC2)cc1	10	0.9	-1	0	12	0.88	-1	-1	3
Cc1nnc(SCc2cc(=O)[nH]c(N3CCCCC3)n2)s1	-3	1	2	2	2	0.97	-7	-3	19
COCCSc1ccccc1C(=O)N1CCCC(C)C1 (stereo not given)	-3	1	2	-3	-8	1.1	-8	1	44
Cc1cccc(N/C(N)=N/c2nc3c(c(=O)[nH]2)CCCC3)c1	-9	1.1	1	1	-33	1.3	-2	-4	21
N#Cc1ccccc1CSc1nc2ncc(Br)cc2[nH]1	1	0.99	-2&-15	-2	-30	1.3	0	1	8
CNc1cc(C)nc(N2CCOCC2)n1	4	0.96	-3	-1	-4	1	-5	1	-1
COc1cc(/C=C/C(=O)OCC(=O)N2CCOCC2)ccc1OCC#N	0	1	2	-4	-14	1.1	-3	2	12
COc1ccc(N2CCN(CC(=O)Nc3ccccc3C(=O)NCc3ccccc3)CC2)cc1	-1	1	-3	0	2	0.98	-3	-3	11
O=C(NCCc1ccc(Cl)cc1)C1CCC(CNc2nc(=S)[nH]c3ccccc23)CC1 (stereo not given)	-8	1.1	3	-7	-15	1.2	-7	0	-9
Cc1ccc(-c2noc(COc3ccc4c(c3)OCO4)n2)cc1	-3	1	0	-1	5	0.95	-6	-5	13
COc1cccc(-c2ccc(NC(=O)C3CCCN(Cc4cnn(C)c4)C3)cc2)c1 (stereo not given)	-3	1	-2	-7	5	0.95	-2	-6	13
CN(C)C1=C(Cl)C(=O)N(c2ccc(Cl)c(Cl)c2)C1=O	3	0.97	10	-6	-3	1	5	0	5
CCc1nc2ccc(C(=O)NC3CCC(C)CC3)cc2nc1CC (stereo not given)	12	0.88	2	-1	7	0.93	-3	-2	23
CC1=C(C)CC(C(=O)Nc2nc(-c3ccc(F)cc3)c(C)s2)C(C(=O)O)C1 (stereo not given)	7	0.93	-1	-2	-17	1.2	-7	4	3
CCn1c2ccccc2c2cc(NC(=O)c3ccc([N+](=O)[O-])cc3)ccc21	15	0.85	5	-2	13	0.87	3	0	12
N#Cc1c(-c2ccco2)ccn(Cc2cccc(F)c2)c1=O	3	0.97	-1	1	16	0.84	-10	-2	9
O=C(CSc1ccc(-c2cccs2)nn1)Nc1ccccc1	-4	1	-1	-1	8	0.92	-3	-2	18
Cc1cc(C(=O)C(=O)O)c(C)n1-c1ccc(Cl)c(Cl)c1	-1	1	-2	-3	-8	1.1	-1	3	-7
Cn1c(N2CCN(C(=O)NCc3ccccc3)CC2)nc2ccccc21	-1	1	2	-2	-7	1.1	-1	0	10
CCOC(=O)C1(S(=O)(=O)c2ccc(Cl)cc2)CCN(Cc2ccc(Cl)cc2)CC1	-5	1	0	-5	3	0.97	-9	-6	4
Cc1cc(C(F)(F)F)nn1CC(=O)N1CCOCC1	-3	1	2	-1	4	0.96	-4	10	3
C/C(=N\NC(=O)c1cccc(N/N=C(\C)c2cc(O)ccc2O)c1)c1cc(O)ccc1O	34	0.66	25	-6	-10	1.1	45*	-1	31
Cc1ccc(C(CNS(=O)(=O)c2ccc(C)cc2)N2CCN(C)CC2)cc1 (stereo not given)	2	0.98	1	3	3	0.97	-2	0	9
O=C(NS(=O)(=O)c1ccccc1Cl)c1ccc[nH]1	3	0.97	·	0	-16	1.2	-4	6	2
O=c1[nH]c2ccccc2cc1CN(Cc1cccnc1)S(=O)(=O)c1ccc(Cl)cc1	-2	1	0	-2	-2	1	-3	0	14
CCOC(=O)NN1C(=O)c2ccccc2NC12CCCC2	1	0.99	-8	-1	3	0.97	-3	2	15
Cc1nc2c(ccc3nc(NC(=O)Cc4ccccc4)sc32)s1	-8	1.1	1	-6	14	0.86	-7	-1	26
COc1ccc(CNC(=O)C2CCN(S(=O)(=O)N3CC(C)CC(C)C3)CC2)cc1 (stereo not given)	-2	1	1	0	-12	1.1	5	0	4
COc1ccc(OCC(=O)N2N=C(C(F)F)CC2(O)C(F)F)cc1 (stereo not given)	-4	1	3	0	-13	1.1	-8	-8	-4
COc1ccccc1C(=O)Nc1ccc(OCc2nnc3c4ccccc4c(C)nn23)cc1	15	0.85	-1	-1	10	0.9	-5	-4	8
S=c1[nH]nc(-c2ccn[nH]2)n1-c1ccccc1Cl	11	0.89	0	-1	-15	1.2	20	0	28
Cc1c(Cl)cccc1-c1ccc(CNCc2ccccn2)o1	-11	1.1	-3	3	-57	1.6	-13	-5	22
(further entries)
SMILES	mIAP block	mIAP activ	SENP1 inh	MIN6 prolif	hIAP block	hIAP act	A3G deaminase	A3A deaminase	NLRP3 yeast inh
CCC(C)(C(=O)NC1CCCC1)N(C(=O)c1ccccn1)c1ccc(C)cc1 (stereo not given)	1	0.99	1	-1	11	0.89	-2	-1	16
Cc1cccc(C(=O)NCCNc2nc3cc(C)c(C)cc3cc2C)c1	4	0.96	2	-6	4	0.96	-6	-2	-1
COc1ccc(-n2c(SCC(=O)Nc3ccc(C(=O)O)cc3)nnc2-c2cccs2)cc1	7	0.93	2	-2	1	0.99	3	10	-3
COc1ccc(OC)c(S(=O)(=O)n2nnc3cc(Cl)ccc32)c1	-9	1.1	1	2	-12	1.1	-1	-5	17
Cc1cc(C)c(O)c(-c2cc(C(=O)NCc3ccccc3)[nH]n2)c1	-6	1.1	1	-5	-90	1.9	-1	1	37

Some of the compounds tested; count on the stated rates, not on these rows.
